High-throughput results from PubChem.
FN deposit inh – fibronectin deposition inhibition. AH1F fibroblasts, Alexa488-fibronectin deposition fluorescence, overnight. inhibition, % at 12.6 µM. actives 0.086% (n = 350,000);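 active = mean inhibition across replicates of 30% or more, regardless of how many single replicates reach that level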;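 also: positive control wells lacked labelled fibronectin entirely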
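Material: AH1F fibroblast monolayer depositing Alexa488-labelled fibronectin into matrix / Amount: 10000 AH1F cells per well / Signal: fluorescence 485/525 nm / Medium: DMEM, 2% serum / Compound: single dose, pinned / Incubation: 1 h cell adhesion before compound, then overnight fibronectin incubation / Reagent: Alexa488-FN, 24 nM final / Read-out: inhibition of fibronectin deposition signal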
INS-1E GSIS act – GLuc luminescence reporter in INS-1E cells, primary screen for activators of glucose-dependent secretion of insulin; INS-1E GLuc reporter insulin secretion, 2-3 h; activation, % at 16.6 µM; actives 0.61% (n = 370,000); AID 743287;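 active = lowest replicate activation of at least 40%, so every replicate reaches that level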;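 also: 0% = median of neutral control wells and 100% = median of IBMX positive control wells; some compounds called inactive have numbers as strong as hits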
PAX8 inh HTS – lowers PAX8-driven luciferase in RMG-I cells; RMG-I TPO-luciferase reporter, SteadyGlo, 24 h; inhibition, % at 12.6 µM; actives 1.2% (n = 360,000); AID 652154;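 active = mean replicate inhibition at least 60% with every replicate also reaching 60%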;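 also: luciferase light reporting Pax8 driven TPO promoter activity; plate controls were median of neutral control wells for no effect and mitoxantrone controls for full effect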
miR-122 sensor – inhibitors of miR-122 in Huh7 cells. Huh7 miR-122 Renilla luciferase sensor, 48 h; neutral wells = 0, positive control = 100. activation (reporter increase), % at 12.5 µM. actives 0.3% (n = 340,000);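 active = mean replicate activation score at least 90 and every replicate individually at or above 90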;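 also: higher luciferase means less miR-122 activity so hits act as miR-122 inhibitors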
EWS-Fli block – EWS/Fli transcriptional activity inhibition; actives 0.67% (n = 350,000); A673 NR0B1-luciferase reporter, viability-normalised; inhibition, % at 12.6 µM; AID 651661;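 active = mean inhibition of at least 50% after viability correction, with every replicate also passing that limit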;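 also: firefly luciferase signal divided by Alamar Blue viability fluorescence both relative to DMSO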
DENV2 CPE – protects cells from dengue virus 2 cytopathic effect. DENV2-infected cells, cytopathic effect rescue, plate reader. CPE inhibition, % at 9.99 µM. actives 1.7% (n = 350,000). AID 651640; in the data active = CPE inhibition above about 20%, passing the limit was not always enough; tested in BHK-21 cells;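 also: 0% = median of neutral control wells and 100% = median of positive control wells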
F508del corr – CFTR F508del correction in bronchial cells; CFBE cells, YFP halide quenching; stimulated with forskolin plus potentiator P3; % fluorescence drop versus neutral controls; activity (quench increase), % at 7.58 µM; actives 0.36% (n = 350,000);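 active = mean added fluorescence quench of at least 8% versus neutral control, with both replicates also reaching 8%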;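 also: cells transiently co-express mutant CFTR-F508del with the halide-sensitive YFP; corrector assay measuring rescue of mutant channel to the surface after 24 h compound exposure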
The depositor's hits bear a star; · = not tested or not shown; & = joins results of further samples; ! = not confirmed by another sample; [ ] = dose if it differs, or a comment.

compound	INS-1E GSIS act	DENV2 CPE	PAX8 inh HTS	F508del corr	EWS-Fli block	FN deposit inh	miR-122 sensor
O=C(NCc1nnc(SCC(=O)N2CCCC2)o1)c1ccco1	·	3	-9	·	8	7	-3
CCOCCCNC(=O)c1c[nH]c2ccc(OCC)cc2c1=O	9	·	3	2.3	-7	-11	0
O=C(COC(=O)c1ccc(S(=O)(=O)NCc2ccco2)cc1)c1ccccc1	-16	·	1	·	·	-10	·
CC1=NN(c2ccc(Cl)c(C(=O)O)c2)C(=O)/C1=C\c1ccc(-c2ccc(C(=O)O)cc2)o1	1	·	17	2.2	-7	-2	·
C[C@@H]1CCCCO[C@@H](CN(C)CC2CCCCC2)[C@@H](C)CN([C@H](C)CO)C(=O)c2cc(NS(=O)(=O)c3cccs3)ccc2O1	-8	0	8	2.7	-4	·	8[16.7 µM]
Cn1nnnc1SCC1=C(C(=O)O)N2C(=O)C(NC(=O)C3CC3c3ccccc3)C2SC1 (centres undefined)	-23	0	10	3.2	5	4	·
Nc1ccc(S(=O)(=O)N2CCC(Cc3ccccc3)CC2)cc1	14	-5	-3	1.8	-15	7	3
COc1ccc(CNS(=O)(=O)c2c(C)[nH]c(C)c2C(=O)N2CCCCC2)cc1	8	-1	-6	-2.2	6	-17	6
O=C(COC(=O)c1c(Cl)cccc1Cl)Nc1cc(Cl)ccc1Oc1ccccc1	2	9	5	1.7	0	-7	·
CSc1ccc(C(=O)C2CCCN(C(=O)c3cc(C)n(C)n3)C2)cc1 (centres undefined)	18	-5	-13	0.6	·	2	-5
Cc1csc2nc(O)c(C(=O)NCCN3CCOCC3)c(=O)n12	8	-6	1	1.7	-7	1	0
CCCCN(CC)CCCNC(=O)c1cc2c(=O)n(C)c3ccccc3c2n1C	2	-8	-34	2.6	-5	-3	0

Quoted from the results shown for reference:
compound	INS-1E GSIS act	DENV2 CPE	PAX8 inh HTS	F508del corr	EWS-Fli block	FN deposit inh	miR-122 sensor
Cc1csc2nc(O)c(C(=O)NCCN3CCOCC3)c(=O)n12	8	-6	1	1.7	-7	1	0
CCCCN(CC)CCCNC(=O)c1cc2c(=O)n(C)c3ccccc3c2n1C	2	-8	-34	2.6	-5	-3	0

Additional results follow:
compound	INS-1E GSIS act	DENV2 CPE	PAX8 inh HTS	F508del corr	EWS-Fli block	FN deposit inh	miR-122 sensor
Cc1cc(C)cc(C(=O)NC(=S)Nc2ccc3[nH]c(=O)[nH]c3c2)c1	18	·	·	·	·	5	1
O=C(c1ccccn1)N1CC[C@@H]2[C@@H](CO)Nc3ccc(C#Cc4cccnc4)cc3[C@@H]21	-11	-4	10	1.1	1	-7	-1[16.7 µM]
O=C1c2ccccc2-c2cccc(C(=O)N3CCN(C(=O)c4ccccc4)CC3)c21	2	-15	-15	0.4	17	3	·
C[C@@H]1CCCCO[C@@H](CN(C)C(=O)CCC(F)(F)F)[C@@H](C)CN([C@@H](C)CO)C(=O)c2cc(NS(=O)(=O)c3cccs3)ccc2O1	-14	-4	3	0.6	-4	·	1[16.7 µM]
COCCNC(=O)C(=O)NCC1OCCCN1S(=O)(=O)c1cccs1 (centres undefined)	14	·	3	·	·	2	·
O=C(CCC(=O)N(CC(=O)NC1CCCC1)Cc1ccccc1Cl)Nc1nccs1	27	1	-10	-0.6	4	6	·
Cc1cc(/C=C(/C#N)C(=O)O)c(C)n1-c1cccc2ccccc12	-58	1	-2	-2.2	7	4	·
Cc1ccc(NC(=O)c2cccs2)cc1NC(=O)c1ccco1	·	·	1	·	·	-2	27
CCCNC(=O)Nc1ccc2c(c1)OC[C@H](C)N(C(=O)CC)C[C@H](C)[C@H](OC)CN(C)C2=O	4	2	·	0.3	3	·	-9[16.7 µM]
N#Cc1cccc(-c2ccc(C3[C@@H]4CN(C(=O)Cc5ccncc5)C[C@H]3N4)cc2)c1 (some centres undefined)	19&-2	0&-4	-4&13	2.0&-1.1	78*!	-7&20	·
COc1ccc(NC(=O)CSc2ncnc3c2sc2ccccc23)c(OC)c1	58*	·	2	·	·	15	·
COc1ccc2c3c([nH]c2c1)[C@@H](CO)N(C(C)=O)CC31CCN(C(=O)c2cccc(F)c2)CC1	9	-5	·	-0.8	1	·	·
COc1cc(C(=O)NCCc2ccc(F)cc2)c([N+](=O)[O-])cc1OC	10	·	9	·	·	-1	-5
CC(=O)c1cccc(OCc2cc(C(=O)N(C)CCc3cnn(C)c3)no2)c1	19	5	-9	-3.7	-9	1	-8
CSc1nnc(-c2ccc(S(=O)(=O)N3CCCCC3)cc2)o1	4	-4	-14	-1.0	-5	2	-1
CC(=O)c1ccc(N2C(=NC(=O)C3CCCCC3)SC3CS(=O)(=O)CC32)cc1 (centres undefined)	21	-9	9	-1.2	·	-1	-5
C[C@H](CO)N1C[C@H](C)[C@H](CN(C)Cc2ccc(C(=O)O)cc2)OCc2ccccc2-c2c(n(C)c3ccccc23)C1=O	11&8	8&18	-9&5	-3.3&0.1	-2	6	-2
Cc1nn(C)c(C)c1CS(=O)(=O)c1ccccc1	0	-2	-23	1.9	3	3	·
O=C(Nc1nc2ccccc2[nH]1)c1ccccc1OC(F)F	12	4	-6	1.4	·	-8	9
O=C(CCC(=O)OCC(F)(F)C(F)F)Nc1ccc(F)cc1F	-2	-4	10	·	-11	14	-8
CC(C)(C)OC(=O)N1CCC(c2c(C(=O)O)cnn2-c2ccccc2)CC1	-5	1	·	0.2	4	·	22
COc1ccc(S(=O)(=O)Nc2ccc3c(c2)CC(=O)N([C@@H](C)CO)C[C@@H](C)[C@@H](CN(C)C(=O)Nc2ccc(C(F)(F)F)cc2)O3)cc1	-23	-7	-3	-0.8	2	·	35[16.7 µM]
COCC(=O)N1CCC2(CC1)CN(S(C)(=O)=O)[C@@H](CO)c1[nH]c3cc(OC)ccc3c12	6	2	·	-3.5	-8	-6	·
COc1cccc(NC(=O)CN(C)C(=O)c2cccc(S(=O)(=O)N3c4ccccc4CC3C)c2)c1 (centres undefined)	-46	58*	41	2.1	5	5	37
O=[N+]([O-])c1ccc(NCc2ccccc2)nc1	-8	3	-61	·	-12	3	·
CCNC(=O)C[C@@H]1CC[C@H]2[C@H](COc3ccc(NC(=O)C4CCCCC4)cc3C(=O)N2C)O1	4	1	-3	4.0	-1	-18	25[16.7 µM]
CC(c1ccccc1)n1c(S(=O)(=O)O)nc2ccccc21 (centres undefined)	10	-3	16	-2.5	2	4	·
C/C=C/c1ccc([C@H]2[C@@H](CO)N(C(=O)CC)[C@H]2CNC(=O)C2CC2)cc1	3	3	17	1.6	4	-6	-12[16.7 µM]
COc1ccc(S(=O)(=O)N2CCOCC2)cc1NC(=O)CN(C)CC(=O)Nc1cccc(F)c1	7	3	7	2.0	-4	-3	8
C=C(CO)C1Cc2cc(C(C)=O)ccc2O1 (centres undefined)	14	-15	·	-1.7	-1	·	-3
CN(C)CCN1CCN(C2CN(Cc3cn(Cc4cccc(C(F)(F)F)c4)nn3)S(=O)(=O)C2)CC1 (centres undefined)	8	-6	-3	-5.9	-3	3	·
COC(=O)C1CCN(c2cc(=O)n(Cc3ccc(F)cc3)c(=O)[nH]2)CC1	3	-2	·	0.4	12	·	-1
C[C@@H]1CN([C@H](C)CO)C(=O)c2cc(NS(=O)(=O)c3ccc(Cl)cc3)ccc2O[C@H]1CN(C)Cc1ccc(C(F)(F)F)cc1	-5	·	·	2.4	10	·	0[16.7 µM]
COc1cc2c(C(=O)N3CCN(c4cccc(Cl)c4)CC3)cn(CC(C)C)c(=O)c2cc1OC	·	·	29	·	·	-9	-21
CCC1(C)CC(=O)N(c2ccc(F)c(Cl)c2)C(=O)C1	1	-1	-8	1.4	4	-3	8
CCOc1ccc(Cl)cc1S(=O)(=O)N1CCC(C(=O)NCc2ccco2)CC1	-9	0	-16	-1.3	1	3	3
CO[C@@H]1CN(C)C(=O)c2cc(NS(C)(=O)=O)ccc2OC[C@H](C)N(C(=O)c2ccc3c(c2)OCO3)C[C@@H]1C	1	-9	-30	-0.6	7	12	·
COc1cc2c(cc1OC)CN(C(=O)CN1C(=O)NC3(CCC(C)CC3)C1=O)CC2 (centres undefined)	-7	-5	44	-2.5	8	0	6
COc1ccc(CNC(=O)[C@@H](C)NC(=O)[C@@H]2Cc3ccccc3CN2)cc1	-1	2	·	0.1	-5	·	0
CN1c2ccc(Br)cc2[C@H]2[C@H](CCN2S(=O)(=O)c2ccc(F)cc2)[C@@H]1CO	-14	0	-11	2.5	6	5	-2[16.7 µM]
COc1cc(/C=C2/C(=O)N(C)C(=S)N2C)ccc1OCc1cccc(F)c1	4	4	-14	-2.4	-19	-7	-1
Cc1nc(C)c(C(=O)N2CCCC(C(=O)c3ccc4ccccc4c3)C2)s1 (centres undefined)	-3	7	·	-0.9	·	5	·
CCOc1ccc(S(=O)(=O)N2CCOCC2)cc1NC(=O)c1ccccc1F	-8	0	-3	-0.1	3	0	·
CCc1ccc(NC(=O)Cc2ccc(NC3=NC4CS(=O)(=O)CC4S3)cc2)cc1 (centres undefined)	8	-3	-6	-2.9	-5	-4	2
O=C(CSC1=NS(=O)(=O)c2cc(Cl)ccc2N1)c1ccc(Cl)cc1	6	7	-17	0.9	5	-6	·
CCCN1CCN(CCCNC(=O)c2ccc(NC(=O)C3=C(C)OCCS3)cc2)CC1	1	-6	-4	-0.7	·	-9	-3
COc1ccc(C(=O)OCC(=O)N2CCc3ccccc3C2)cc1OC	·	-2	-17	-1.3	-14	·	-13
O=C(C[C@H]1C[C@H]2c3cc(NC(=O)C4CCOCC4)ccc3O[C@H]2[C@H](CO)O1)NCc1ccc2c(c1)OCO2	17	-6	3	-4.3	4	·	0[16.7 µM]
O=c1cc(-c2ccccc2)nc2nc(SCc3ccccc3)[nH]n12	·	·	-15	·	·	1	-6
c1ccc(-c2ccccc2OCCCN2CCCC2)cc1	-2	·	33	·	·	-5	2
O=C(NCC1CCCO1)c1ccc(Oc2ccc([N+](=O)[O-])cc2Cl)cc1 (centres undefined)	6	-5	-7	-2.6	4	0	·
COc1ccc(OCC(O)Cn2c(N3CCCCC3)nc3c2c(=O)n(C)c(=O)n3C)cc1 (centres undefined)	11	-3	39	-4.8	5	-5	-5
S=C(NCCc1ccccc1)N1CCc2ccccc2C1	-6	0	-51	-3.8	-21	·	·
COc1cc(NC(=O)c2ccc(NC3=NC4CS(=O)(=O)CC4S3)cc2)cc(OC)c1 (centres undefined)	0	5	-13	0.8	-17	12	·
Cc1ccccc1-n1c(C)nnc1SCC(=O)N1CC(=O)Nc2ccccc21	-7	-2	·	4.2	13	·	3
Nc1nc(/C=C/c2ccc(F)cc2)nc(-c2ccccc2O)n1	3	3	2	-1.5	4	1	4
Cc1ccc(S(=O)(=O)N(Cc2cc3cccc(C)c3[nH]c2=O)c2ccccc2)cc1	-35	·	15	·	·	-9	0
CC1(C(=O)NS(=O)(=O)c2ccc(C#N)cc2)CCN1C(=O)C1(c2ccccc2)CCCC1 (centres undefined)	99*	6	-4	2.0	-1	-4	4
O=C(NCc1ccccc1)C(=O)NCC1OCCN1S(=O)(=O)c1ccc2c(c1)OCCO2 (centres undefined)	·	-3	-3	-1.4	2	3	-3
COc1cc(C2C3=C(COC3=O)Oc3cc4c(cc32)OCO4)ccc1OC(C)=O (centres undefined)	7	9	-4	3.8	24	5	13
Cc1ccc(NC(=O)CN(C)C(=O)c2cccc(S(=O)(=O)N3CCc4ccccc4C3)c2)cc1	-30	0	10	0.3	-1	-2	-2
Cc1cc(NC(=O)CCC(=O)N(Cc2ccco2)C(C(=O)NC2CCCCC2)c2cccs2)no1 (centres undefined)	-15	8	15	1.9	4	·	·
